NCI-60 one-dose screen, 48 h, at 10 µM unless noted. Numbers give growth in % (100 = growth as untreated, 0 = no growth, -100 = all killed).
SK-MEL-2 = SK-MEL-2 melanoma; 77,000 tested, 4.7% active
UACC-62 = UACC-62 melanoma. 81,000 tested, 5.4% active
EKVX = EKVX NSCLC. 71,000 tested, 3% active. AID 1794765
M14 = M14 melanoma; 80,000 tested, 6.2% active; AID 1794745
UACC-257 = UACC-257 melanoma | 78,000 tested, 4.4% active | AID 1794764
SK-MEL-5 = SK-MEL-5 melanoma; 80,000 tested, 6.4% active
MALME-3M = MALME-3M melanoma; 78,000 tested, 5.8% active; AID 1794766
A549/ATCC = A549/ATCC NSCLC. 81,000 tested, 3.7% active. AID 1794740
Starred values were filed as active, the others as inactive; . = no result given; & = joins results of further samples. How the source made its calls: active means growth percent below 10; inactive means the rest.

1: CN1CCN(c2ccc(Nc3nc(NCCCNS(=O)(=O)c4ccc(C(F)(F)F)cc4)c4sccc4n3)cc2)CC1
2: CCCCCCCCCC1CCN(C(c2ccc(NC(C)=O)cc2)c2ccc(NC(C)=O)cc2)CC1
3: CCCCCCCCCCCCCCCCCCOC(=O)CCSCCC(=O)OCCCCCCCCCCCCCCCCCC
4: O=C(O)/C=C/C(=O)Nc1cc(Cl)c(Cl)cc1Cl
5: COc1ccc2occ(/C=c3\sc4nc5ccccc5n4c3=O)c(=O)c2c1
6: O=[N+]([O-])c1cc(Cl)ccc1Nc1cccc(F)c1
7: Cc1cc(N=C2C=CC(=O)C=C2)c(C(C)C)cc1O
8: N#Cc1cnn(-c2nc3c(Cl)cccc3s2)c1N
9: Cc1cc(Cl)ccc1OCC(=O)OCCC1=CCC2CC1C2(C)C (stereo unspecified)
10: O=c1[nH]nc(-c2ccc(Cl)c(Cl)c2)cc1Cc1ccc([N+](=O)[O-])cc1

compound no.	1	2	3	4	5	6	7	8	9	10
SK-MEL-2	-91*	94	99	62	120	98	104	.	.	99
UACC-62	-80*	87	103	91	95	77	93	89	99	82
EKVX	0.8*	108	.	.	98	91	107	.	124	90
M14	-80*	.	108	98	98	104	124	96	104	96
UACC-257	-92*	98	105	96	97	105	109	102	110	104
SK-MEL-5	-95*	107	108	103	100	95	101	91	113	.
MALME-3M	-88*	108	105	72	91	99	126	86	113	101
A549/ATCC	-12*	82	100	100	89	97	101	84	101	96

11: Cc1nc2sc3c(c2c(C)c1Br)NC(c1ccc(F)cc1)NC3=O (stereo unspecified)
12: O=C(O)c1ccc(-c2ccc(/C=N/NC(=O)c3[nH]c4ccc(Br)cc4c3-c3ccccc3)s2)cc1
13: Cn1ccc2c1-c1oncc1CCC2
14: COc1ccc(/C(C)=C(\c2ccc(Cl)cc2)c2ccc(OCCN)cc2)cc1
15: O=C1OC(Oc2ccc(Br)cc2)(c2ccccc2)c2ccccc21 (stereo unspecified)
16: COC1OC(O)C(NC(=O)C(F)(F)F)CC1O (stereo unspecified)
17: CC1=N/C(=C\c2ccc(Cl)cc2)C(=O)N1CCc1ccc(S(=O)(=O)NC(=S)NCc2ccccc2)cc1
18: O=C1C(=O)c2ccccc2C(O)=C1CCCc1ccc(OCc2ccccc2)cc1
19: Cc1ccsc1[C@H]1c2[nH]c3ccccc3c2C[C@H]2C(=O)N(CCCCCCC(=O)NO)CC(=O)N12
20: CC1=N/C(=C\c2ccc(Br)cc2)C(=O)O1

compound no.	11	12	13	14	15	16	17	18	19	20
SK-MEL-2	103	-43*	117	.	73&74	100	105	46	92	107
UACC-62	107	-52*	100	98	84&74	95	94	68	58	103
EKVX	84	13	.	87	82&96	100	91	170	87	86
M14	89	28	111	81	98&96	104	114	109	86	105
UACC-257	.	44	98	95	91&89	101	102	106	76	113
SK-MEL-5	98	-50*	97	97	97	103	94	90	83	98
MALME-3M	98	-8.1*	107	83	89	109	96	106	26	90
A549/ATCC	75	23	100	89	88&83	96	99	87	99	110

21: Cn1c(SCC(=O)NNc2ncnc3ccccc23)nc(-c2ccc(O)cc2)c(C#N)c1=O
22: Cc1ccc(S(=O)(=O)N2CCN(c3nc(-c4ccccc4)nc4nc(-c5ccccc5)oc34)CC2)cc1
23: Fc1ccc(/C=C(/C2=NCCN2)n2cnc3ccccc32)cc1
24: COc1ccc2[nH]c(=O)c(O)c(-c3cc(OC)c(OC)c(OC)c3)c2c1
25: O=C(C1CC2CCC13CCCCC23)C1CC2CCC13CCCCC23 (stereo unspecified)
26: O=C(Nc1ccc(C(=O)O)cc1)Nc1nc2ccccc2s1
27: CC(C)(C)c1ccc(C(=O)Nc2sc3c(c2C#N)CCC(=O)C3)cc1
28: Nc1ncc(-c2ccc(NS(=O)(=O)c3ccc(Cl)c(Cl)c3)cc2)[nH]1
29: CN(C)c1nc(N)nc2c1ncn2C1OC(CO)CC1O (stereo unspecified)
30: COc1ccc2oc(=O)c(-c3nn(-c4ccccc4)cc3-c3nn[nH]n3)cc2c1

compound no.	21	22	23	24	25	26	27	28	29	30
SK-MEL-2	113	109	.	100	106	105	13	105	99	105
UACC-62	91	100	94	.	.	90	9.4*	78	87	101
EKVX	88	110	94	95	100	81	19	87	92	100
M14	104	114	92	100	110	98	8.7*	96	107	96
UACC-257	119	101	93	97	.	106	20	88	89	112
SK-MEL-5	100	101	93	97	102	99	-70*	97	99	104
MALME-3M	97	109	88	105	89	94	-19*	85	81	104
A549/ATCC	104	98	100	97	88	107	14	92	91	99

Another view of 9 compounds above.
Values run as follows: SK-MEL-2, UACC-62, EKVX, M14, UACC-257, SK-MEL-5, MALME-3M, A549/ATCC
#19 Cc1ccsc1[C@H]1c2[nH]c3ccccc3c2C[C@H]2C(=O)N(CCCCCCC(=O)NO)CC(=O)N12
  92, 58, 87, 86, 76, 83, 26, 99
#20 CC1=N/C(=C\c2ccc(Br)cc2)C(=O)O1
  107, 103, 86, 105, 113, 98, 90, 110
#21 Cn1c(SCC(=O)NNc2ncnc3ccccc23)nc(-c2ccc(O)cc2)c(C#N)c1=O
  113, 91, 88, 104, 119, 100, 97, 104
#22 Cc1ccc(S(=O)(=O)N2CCN(c3nc(-c4ccccc4)nc4nc(-c5ccccc5)oc34)CC2)cc1
  109, 100, 110, 114, 101, 101, 109, 98
#23 Fc1ccc(/C=C(/C2=NCCN2)n2cnc3ccccc32)cc1
  ., 94, 94, 92, 93, 93, 88, 100
#24 COc1ccc2[nH]c(=O)c(O)c(-c3cc(OC)c(OC)c(OC)c3)c2c1
  100, ., 95, 100, 97, 97, 105, 97
#25 O=C(C1CC2CCC13CCCCC23)C1CC2CCC13CCCCC23 (stereo unspecified)
  106, ., 100, 110, ., 102, 89, 88
#26 O=C(Nc1ccc(C(=O)O)cc1)Nc1nc2ccccc2s1
  105, 90, 81, 98, 106, 99, 94, 107
#27 CC(C)(C)c1ccc(C(=O)Nc2sc3c(c2C#N)CCC(=O)C3)cc1
  13, 9.4*, 19, 8.7*, 20, -70*, -19*, 14

(cont.)
31: CCOC(=O)c1ccc(NC(=S)P(=O)(c2ccccc2)c2ccccc2)cc1
32: Nc1nc(N)c(N=Nc2ccc(S(=O)(=O)Nc3nccs3)cc2)cc1N=Nc1ccccc1
33: Cc1nc2c3c(ncn2n1)Oc1c(c(=O)[nH]c2ccc(Br)cc12)C3c1ccc(Cl)cc1 (stereo unspecified)
34: COc1ccc(/C=N/Nc2nc(-c3no[n+]([O-])c3C)cs2)cc1
35: COc1cccc2c1OC1(CCN(C)CC1)N1N=C(c3ccco3)CC21 (stereo unspecified)
36: O=C(/C(=N/OCc1ccccc1)c1ccccc1)c1ccccc1
37: Cc1ccc(C(C)C)c(OC(=O)Nc2ccc(Br)cc2)c1
38: C=Cc1ccc(-n2nc(C(=O)N3CCCCC3)c3c2CCC(NCCc2ccccc2)C3)cc1 (stereo unspecified)
39: Cc1ccc(NC(=O)c2ccc(Cl)cc2Cl)cc1C
40: CO[C@@H]1[C@@H](O[C@@H]2O[C@H](C)[C@@H](O[C@H]3C[C@@](C)(O)[C@H](O)[C@H](C)O3)[C@H](N(C)C)[C@H]2O)[C@@H](CC=O)C[C@@H](C)[C@@H](O[C@H]2CC[C@H](N(C)C)[C@@H](C)O2)/C=C/C=C/C[C@H](C)OC(=O)C[C@H]1O

compound no.	31	32	33	34	35	36	37	38	39	40
SK-MEL-2	119	.	96	107	100	102	105	110	123	121
UACC-62	99	110	95	87	92	91	77	94	93	104
EKVX	.	.	92	90	81	.	96	96	92	99
M14	98	117	101	114	100	95	99	92	108	105
UACC-257	108	104	104	106	106	95	93	109	103	110
SK-MEL-5	104	98	98	99	94	95	99	97	105	.
MALME-3M	108	128	104	110	95	98	105	101	107	93
A549/ATCC	103	101	102	97	107	92	85	101	91	104

41: COc1cc2oc(-c3cccc(NC(=O)c4cc(NC(=O)[C@H](C)N)ccc4Cl)c3)cc(=O)c2c(OC)c1OC
42: CCOC(=O)C(C(=O)OCC)C(c1ccc(Cl)cc1)c1ccccc1Cl (stereo unspecified)
43: Nc1cccnc1N
44: C#C[C@]1(O)CC[C@H]2[C@@H]3CC=C4c5sc(Nc6ccc(C(=O)O)cc6)nc5CC[C@]4(C)[C@H]3CC[C@@]21C
45: COc1ccc(-c2cc3c(=N)n(NC(=O)c4cccnc4)cnc3o2)cc1
46: COc1ccc(S(=O)(=O)NCCNc2nccc(-n3cnc4ccccc43)n2)cc1
47: CC(C)C/C(=N\NC(=O)c1ccncc1)c1cc(Cl)ccc1O
48: CCCCN1CC(=O)N(/N=C2\C(=O)Nc3ccccc32)C1=S
49: O=C1NC(=NCCCO)S/C1=C\c1cccs1
50: COc1cc(-c2nc(-c3ccc(-c4nc5ccc(Cl)cc5[nH]4)cc3)no2)cc(OC)c1OC

compound no.	41	42	43	44	45	46	47	48	49	50
SK-MEL-2	.	118	124	94	102	106	7.6*	99	116	105
UACC-62	89	102	110	74	93	77	6.4*	66	100	115
EKVX	91	106	104	95	101	89	26	59	101	93
M14	115	85	127	82	101	.	2.2*	83	103	102
UACC-257	129	103	101	95	90	94	6.1*	95	101	93
SK-MEL-5	86	107	111	95	101	92	0.7*	83	98	89
MALME-3M	111	77	118	101	99	92	22	94	111	.
A549/ATCC	96	102	98	89	95	95	21	96	103	96

51: CCCC(C)(NC(=O)c1ccccc1)C(=O)O (stereo unspecified)
52: Cc1c(COc2ccc(-c3nnc(-c4ccncc4)o3)cc2)c(C)c(COc2ccc(-c3nnc(-c4ccncc4)o3)cc2)c(C)c1COc1ccc(-c2nnc(-c3ccncc3)o2)cc1
53: O=c1c2cccc(F)c2sc2c(NCc3ccccc3)nc3ccccc3c12
54: COc1ccc(Cn2cc(C(=O)Nc3cccnc3Nc3ccc(Cl)cc3)nn2)cc1
55: N#Cc1c(-c2ccc(O)cc2)c2c(N)nn(-c3ccccc3)c2[nH]c1=O
56: COc1ccc(C/C(C)=C(\c2ccc(Cl)cc2)c2ccc(OCCN3CCCC3)cc2)cc1
57: CC12O[C@H](C[C@@H](O)[C@H]1O)n1c3ccccc3c3c4c(c5c6ccccc6n2c5c31)C(=O)N(CCCN)C4=O
58: CC(=O)N1C(=S)NC(=O)C1Cn1c(-c2ccccc2)nc2ccccc21 (stereo unspecified)
59: COc1cccc2c(=O)c(C(=O)O)c[nH]c12
60: O=C1C(c2cccc3ccccc23)=C(c2c[nH]c3ccccc23)C(=O)N1CCO
61: CCc1c(C)c2cc3nc(NCc4ccccc4)oc3c(C)c2oc1=O
62: COC(=O)[C@H]1CCCN1C[C@@H](O)CN1C(=O)/C(=C\c2cc(OC)c(OC)c(OC)c2)c2ccccc21

compound no.	51	52	53	54	55	56	57	58	59	60	61	62
SK-MEL-2	111	83	101	99	103	97	50	109	103	.	84	94
UACC-62	105	97	81	93	96	91	48	92	104	77	47	95
EKVX	100	111	83	90	101	97	55	96	100	99	77	104
M14	92	101	97	101	99	63	37	103	100	113	88	97
UACC-257	.	92	107	109	109	93	.	107	111	.	88	91
SK-MEL-5	100	99	97	89	98	90	41	99	101	100	76	103
MALME-3M	110	99	103	111	105	94	33	101	92	118	52	100
A549/ATCC	83	87	93	97	117	79	32	102	111	92	79	90

Not a hit list; any-hit rate near 9.8%.
